Screens from PubChem BioAssay.
M. tuberculosis GlmU – inhibition of mycobacterial GlmU enzyme – biochemical, glucosamine-1-phosphate acetyltransferase (AID 1376); M. tuberculosis GlmU acetyltransferase enzyme assay; higher % means a stronger effect; inhibition, %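 (tested at 30 µM in the primary screen)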; hits with a dose series show IC50 in µM; hit rate 0.25% among 220,000; in the data active means inhibition above about 13%; inconclusive means no clear call, values can overlap the other calls;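 further: 0% = complete reaction with vehicle and 100% = reaction without substrate; strong numbers were not always called active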
Mtb RmlCD inh – inhibitors of Mycobacterium tuberculosis RmlC and RmlD coupled enzymes; RmlC+RmlD coupled enzyme assay, percent inhibition; primary screen in compound mixtures; inhibition, % at 3.6 µM; hit rate 0.03% among 160,000; AID 1533; in the data active means inhibition mostly above about 34%, no sharp cut-off; inconclusive means no clear call, values can overlap the other calls; inactive means mostly below about 22%; further: some results filed as inactive read as strong as hits
Target sequence (P9WH09 whole entry, looked up): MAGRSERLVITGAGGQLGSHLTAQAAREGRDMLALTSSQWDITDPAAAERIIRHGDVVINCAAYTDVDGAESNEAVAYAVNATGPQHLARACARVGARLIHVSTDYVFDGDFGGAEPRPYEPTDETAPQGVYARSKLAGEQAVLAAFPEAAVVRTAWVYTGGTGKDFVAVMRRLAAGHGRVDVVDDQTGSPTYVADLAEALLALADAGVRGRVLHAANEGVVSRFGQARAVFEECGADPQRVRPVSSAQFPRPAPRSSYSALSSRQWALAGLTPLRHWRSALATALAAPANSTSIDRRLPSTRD
Target sequence (P9WH11 whole entry, looked up): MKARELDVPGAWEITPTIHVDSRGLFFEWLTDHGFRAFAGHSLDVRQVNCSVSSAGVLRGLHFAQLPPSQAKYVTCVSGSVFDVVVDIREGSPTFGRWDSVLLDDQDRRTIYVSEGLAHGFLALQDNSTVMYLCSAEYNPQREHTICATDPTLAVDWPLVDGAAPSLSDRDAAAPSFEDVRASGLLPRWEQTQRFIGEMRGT
The depositor's hits bear a star; ? = inconclusive; . = not tested or not shown. The list is partial; the hit share may differ from the screen's.

Values in the order: Mtb RmlCD inh	M. tuberculosis GlmU
- O=C(/C=C/c1ccccc1)NC(=S)Nc1ncccn1
 : -3	1.6%
- COc1ccc(-n2ncc3c(NCCCn4ccnc4)ncnc32)cc1
 : 5	1.0%
- O=C(COC(=O)c1ccccc1)Nc1ccccc1Br
 : -13	6.6%
- CON/C=C(\C=Nc1ccc(Cl)cc1)c1ncc(C(F)(F)F)cc1Cl
 : -11	0.0%
- CC(C)COC(=O)c1ccc(NC(=O)C2C3CCC(C3)C2C(=O)O)cc1 (stereo unspecified)
 : -8	-2.1%
- COc1ccc2[nH]c3c(c2c1)CCC/C3=N\N
 : 7	9.9%
- COc1ccc(C(=O)c2sc(Nc3ccccc3)c(C(=O)Nc3ccc(OC)c(OC)c3)c2N)cc1
 : 7	-2.1%
- Cc1cc(NC(=O)CCC(=O)N(c2ccccc2)C(C(=O)NC2CCCCC2)c2cccs2)no1 (stereo unspecified)
 : -6	-4.7%
- COc1ccc(C)c(NC(=O)C2CC(=O)NC3=C2C(=O)CCC3)c1 (stereo unspecified)
 : 0	-1.3%
- O=C(COC(=O)c1cnc(Cl)c(Cl)c1)Nc1ccc(S(=O)(=O)N2CCCC2)cc1
 : 6	-5.4%
- O=C(NCc1ccccc1)c1onc(CSc2ccccn2)c1C(=O)NCc1ccccc1
 : 12	4.6%
- O=C(NCCO)c1scc2c1OCCO2
 : .	0.4%
- Cc1onc(-c2c(Cl)cccc2Cl)c1C(=O)NC1C(=O)N2C1SC(C)(C)C2C(=O)O (stereo unspecified)
 : 0	3.5%
- CCOc1ccccc1C1C(C#N)=C(N)SC(N)=C1C#N
 : 2	.
- CCOC(=O)C1(Cc2cccc(OC)c2)CCN(Cc2cc(OC)ccc2OC)CC1
 : .	1.2%
- CC(=O)N1CC2(C)CN(C(C)=O)CC(C)(C1)C2O (stereo unspecified)
 : 11	-1.2%
- Oc1c(C(c2cccs2)N2CCN(c3cccc(Cl)c3)CC2)sc2ncnn12 (stereo unspecified)
 : -1	2.7%
- CN(C)CCN(C(=O)/C=C/c1cccs1)c1nc2c(F)cc(F)cc2s1
 : 20	2.6%
- CCOc1ccc(NC(=O)Cn2nnc(C(=O)NCCc3ccc(OC)c(OC)c3)c2N)cc1
 : -1	-7.6%
- Cc1cc([N+](=O)[O-])nn1CC(=O)N/N=C/c1ccc(O)cc1O
 : -8	5.0%
- CCOC(=O)c1ccc(CC(=O)c2oc3cc(O)ccc3c2C)o1
 : 3	-3.1%
- O=C1CCCc2oc3c(c21)CCCC3
 : -1	-5.3%
- CCc1nnc(NC(=O)C2CCCN2S(=O)(=O)c2ccc(F)cc2)s1 (stereo unspecified)
 : .	2.6%
- Cc1cc(C(F)F)n2nc(C(=O)Nc3cccnc3Cl)nc2n1
 : 16	2.8%
- CC(C)Cc1cc(C(=O)NCc2cccs2)no1
 : 3	5.3%
- Cc1ccc(C(=O)c2coc3cc([N+](=O)[O-])c(O)c([N+](=O)[O-])c23)cc1
 : 8	12%
- COc1ccc(NC(=O)CCn2cccc2)cc1
 : .	1.3%
- O=[N+]([O-])c1ccc(N2CCOCC2)cc1NC(c1ccccc1)c1ccccc1
 : 65	-0.5%
- COc1ccc(/C=N/NC(=O)c2cc(Br)ccc2O)cc1Cn1cc(Cl)cn1
 : 26	0.8%
- CCNc1nc(NC(C)(C)C)nc(N2CCCCC2)n1
 : 23	-4.6%
- CC(C)Cn1c(=O)c2c(nc3n2CCS3)n(C)c1=O
 : 3	-3.4%
- Cc1ccc(NC(=O)CSc2nccn2C)cc1S(=O)(=O)N1CCOCC1
 : -12	1.5%
- COc1cc([C@@H]2c3cc4c(cc3[C@H](O)[C@H]3COC(=O)[C@H]23)OCO4)cc(OC)c1OC
 : .	5.4%
- Cc1cc(C)cc(N=C2SC(CC(=O)Nc3ccccc3)C(=O)N2CCN2CCOCC2)c1 (stereo unspecified)
 : -6	-1.7%
- O=C(Nc1nnc(-c2ccc(F)cc2)s1)Nc1ccccc1F
 : 9	0.7%
- CC(C)CCNC(=O)C(=O)NCCC1=CCCCC1
 : -10	3.4%
- CCN1C(=C2C(=O)c3ccccc3C2=O)C=Cc2ccccc21
 : -38	0.1%
- N#C/C(=C\c1c(N2CCOCC2)nc2ccccn2c1=O)C(=O)NC1CCS(=O)(=O)C1 (stereo unspecified)
 : .	0.6%
- O=C(Nc1nc2cc3c(cc2s1)OCCO3)c1ccncc1
 : 12	-3.9%
- O=C(c1cc(-c2ccccn2)nc2ccc(Br)cc12)N1CCN(S(=O)(=O)c2ccccc2)CC1
 : -2	1.5%
- CCOC(=O)c1c(C)[nH]c(C(=O)OC)c1CCC(=O)OC
 : -6	-0.9%
- Cc1ccccc1NC(=O)N1C2CCCC1CC(NC(=O)C(C)(C)C)C2 (stereo unspecified)
 : 10	1.9%
- Cc1n[nH]c(C)c1S(=O)(=O)N1CCC(C(=O)O)CC1
 : .	2.7%
- COc1ccc(/C=C/C(=O)NC(C)CCc2ccccc2)cc1OC (stereo unspecified)
 : -5	-3.0%
- COc1cccc(-n2nc(C(=O)O)c3ccccc3c2=O)c1
 : .	1.9%
- CC(C)C(C(=O)NCC1CCCO1)N(Cc1ccco1)C(=O)CNS(=O)(=O)c1ccccc1 (stereo unspecified)
 : -11	-1.5%
- CC(C)N(C(=O)COC(=O)[C@H](C)NC(N)=O)c1ccccc1
 : -5	2.8%
- Cn1cc(CN2CCN(c3cnccn3)CC2)c(-c2cccc(Cl)c2)n1
 : .	3.0%
- Cn1c(=O)n(CCc2ccccc2)c(=O)c2c1nc1n2CCCN1c1ccccc1
 : -8	0.8%
- O=C(NC(Cc1ccccc1)C(=O)N1CCCC1C(=O)O)c1ccccc1 (stereo unspecified)
 : .	7.9%
- CC(=O)c1cn(Cc2ccccc2C#N)c2ccccc12
 : 1	-2.5%
- COc1cc(/C=N/N2CCOCC2)ccc1OCc1ccc(Cl)cc1
 : 8	-3.0%
- CCn1c(=O)c(C(=O)CC#N)c(N)n(Cc2ccccc2)c1=O
 : 9	.
- Cc1ccc(NC2=NCCC2)cc1Cl
 : .	4.3%
- Cc1cccc(OCCCC(=O)N2CCCc3ccccc32)c1C
 : 11	2.2%
- COc1cccc(NC(=O)CCN2CCC(C(N)=O)CC2)c1
 : .	-0.9%
- O=C(O)Cc1ccc(NC(=O)C2CC=CCC2C(=O)O)cc1 (stereo unspecified)
 : 0	0.1%
- O=C(CSC1=NCCS1)NC(c1ccccc1)c1ccccc1
 : 6	5.8%
- CCc1nc2c3cnn(-c4cc(Cl)ccc4C)c3ncn2n1
 : .	-5.5%
- O=c1c2ccccc2nnn1CCO
 : -13	-0.8%

Following part:
Values in the order: Mtb RmlCD inh	M. tuberculosis GlmU
- COc1cc(/C=c2\s/c(=C(/C#N)C(=O)N3CCCC3)n(-c3ccccc3)c2=O)ccc1O
 : .	2.1%
- CCOc1ccc(NC(=O)c2cc3c(C)nc4ccccc4c3o2)cc1
 : 4	-0.3%
- Cc1ccccc1C(=O)NNC(=O)c1ccc(F)cc1
 : 4	5.2%
- COC(=O)c1cc(NS(=O)(=O)c2ccc(F)cc2)ccc1N1CCOCC1
 : -2	2.5%
- Cc1ccc(OCCCn2ccnc2)cc1C
 : .	3.7%
- COc1ccc2nc(NC3=NCCN3)sc2c1
 : -13	-2.0%
- Cc1ccc(-n2cc(CN3CCC(CO)(Cc4cccc(C(F)(F)F)c4)CC3)cn2)cc1
 : 1	-9.5%
- O=C(CSc1n[nH]c(=O)n1Cc1ccco1)c1ccc(F)cc1
 : 13	-4.1%
- Cc1ccc(-c2cc(C(F)(F)F)n3ncc(C(=O)N4CCCCC4c4cccnc4)c3n2)cc1 (stereo unspecified)
 : 13	-2.8%
- CC1CCCC(C)N1C(=O)CSc1nnc(-c2c[nH]c3ccccc23)o1 (stereo unspecified)
 : 5	-3.6%
- COc1ccc(-c2noc(COc3ccc(Cl)c(C)c3)n2)cc1
 : 7	3.2%
- CCOc1cc(C=C2C(=O)c3ccccc3C2=O)ccc1OCC(=O)Nc1ccc(C)cc1
 : 5	0.0%
- CC(C)NC(=O)c1ccc(CNC(=O)OCC(F)(F)F)cc1
 : -4	-6.2%
- COc1ccc(OCC(=O)N2CCN(C(=O)COc3ccccc3)CC2)cc1
 : .	-6.3%
- CC(=O)NCCn1c(SCC(=O)NCc2ccco2)nc2ccccc2c1=O
 : .	-0.3%
- CC(C)c1nc2oc3c(N(C)CCO)ncnc3c2c2c1CCC2
 : 14	0.6%
- Cc1ccc(C(C)C)cc1S(=O)(=O)NCc1cccnc1
 : ?	1.7%
- CCCCSP1(=S)NCCCO1 (stereo unspecified)
 : -8	-2.7%
- COc1ccc(Cn2c(-c3ccc(OC)cc3)nc3c(c(=O)c4ccccc4n3C)c2=O)cc1
 : -4	4.4%
- CCCCN1C(=O)C(O)=C(C(C)=O)C1c1ccccc1 (stereo unspecified)
 : -5	-0.8%
- O=C1C(Cl)=C(N2CCCCC2)C(=O)C(Cl)=C1c1cnc(N2CCCCC2)s1
 : 6	6.1%
- Cc1ccc(Nc2ccc([N+](=O)[O-])nc2[N+](=O)[O-])cc1
 : .	-1.6%
- Cc1cc(-c2n[nH]c(=S)n2-c2ccccc2)nn1C
 : .	-2.8%
- Cc1cc(C)cc(NC(=O)CSc2ncc(S(=O)(=O)c3ccccc3)c(=O)[nH]2)c1
 : 6	5.7%
- CCOC(=O)c1c(-c2ccc(C)o2)csc1NC(=O)CN1CCN(CC)CC1
 : .	0.6%
- COc1cc(-n2c(C)nc3cc(C(=O)NCc4ccco4)ccc32)cc(OC)c1OC
 : .	0.4%
- CCCCCCC1CC(CSc2ncn[nH]2)OC1=O (stereo unspecified)
 : .	2.7%
- Cc1ccc(C(=O)CN2C(=O)C(=O)N(Cc3ccccc3)C2=O)cc1
 : -10	-1.0%
- Cc1nc(SCC(=O)N2CCOCC2)c2c(=O)n(C)c(=O)n(C)c2n1
 : 9	3.7%
- COC(=O)C1=C(c2cc3ccccc3o2)C[C@@H]2CC[C@H]1N2C(=O)N1CCC(O)CC1
 : .	-0.5%
- CC1CCCCN1C(=O)Cn1cc(C(=O)c2ccco2)c2ccccc21 (stereo unspecified)
 : -2	-1.4%
- COCC(=O)OCc1cc2cccc(C)c2[nH]c1=O
 : 15	1.8%
- S=C(c1ccc(-c2cc(Cl)ccc2Cl)o1)N1CCCCC1
 : 6	2.2%
- COc1cc(OC)cc(C(=O)N=c2sc3ccccc3n2C)c1
 : -10	-4.5%
- CCN(CC)S(=O)(=O)c1ccc(Cl)c(NC(=O)CCCCl)c1
 : 8	-3.1%
- CCOC(=O)C1=C(N)OC2=C(C(=O)CC(C)(C)C2)C1c1ccc(CC)s1 (stereo unspecified)
 : -8	.
- CCCNC(=O)C1(CC2CC(c3ccccc3)=NO2)CCN(C(=O)OC(C)(C)C)CC1 (stereo unspecified)
 : .	-5.2%
- CCOC(=O)c1cc2n(c1N)-c1ccccc1C2=O
 : 9	-0.1%
- CSc1ccc(C2Nc3ccccc3-c3cc(C)nn32)cc1 (stereo unspecified)
 : 1	-7.2%
- O=C(CSCC(=O)NC1CCCC1)Nc1ccccc1
 : 4	4.6%

In the list so far, these contain a thiophene ring, fused or not:
Values in the order: Mtb RmlCD inh	M. tuberculosis GlmU
- COc1ccc(C(=O)c2sc(Nc3ccccc3)c(C(=O)Nc3ccc(OC)c(OC)c3)c2N)cc1
 : 7	-2.1%
- Cc1cc(NC(=O)CCC(=O)N(c2ccccc2)C(C(=O)NC2CCCCC2)c2cccs2)no1 (stereo unspecified)
 : -6	-4.7%
- O=C(NCCO)c1scc2c1OCCO2
 : .	0.4%
- Oc1c(C(c2cccs2)N2CCN(c3cccc(Cl)c3)CC2)sc2ncnn12 (stereo unspecified)
 : -1	2.7%
- CN(C)CCN(C(=O)/C=C/c1cccs1)c1nc2c(F)cc(F)cc2s1
 : 20	2.6%
- CC(C)Cc1cc(C(=O)NCc2cccs2)no1
 : 3	5.3%
- CCOC(=O)c1c(-c2ccc(C)o2)csc1NC(=O)CN1CCN(CC)CC1
 : .	0.6%
- CCOC(=O)C1=C(N)OC2=C(C(=O)CC(C)(C)C2)C1c1ccc(CC)s1 (stereo unspecified)
 : -8	.

Additional results
Values in the order: Mtb RmlCD inh	M. tuberculosis GlmU
- O=C(CC1CCCCC1)NCc1ccc(F)cc1
 : -10	2.1%
- CCC(C)(C)N=C(NC#N)Nc1cccnc1
 : -5	5.6%
- CCC(C)NC(=O)C1c2ccccc2C(=O)N1Cc1cc(OC)ccc1OC (stereo unspecified)
 : -3	-2.8%
- CCOc1cc(C)c(S(=O)(=O)Nc2ccc(F)cc2)cc1C
 : .	0.8%
- CCOC(=O)Cc1c(C)nc2cc(-c3ccc(Cl)cc3)[nH]n2c1=O
 : -9	-5.0%
- O=C(NCCc1ccccc1)C1CCN(S(=O)(=O)c2cccc3nsnc23)CC1
 : 2	.
- CCOC(=O)C(Cc1ccccc1)C(=O)Nc1ccccc1C (stereo unspecified)
 : -8	3.3%
- O=C(COc1ccc(S(=O)(=O)NC2CCCCC2)cc1)NCCC1=CCCCC1
 : .	-5.2%
- COc1ccc(C(=O)Cn2c(C)nc([N+](=O)[O-])c2Br)cc1
 : -1	-0.3%
- CCC(=O)Nc1ccc(S(=O)(=O)Nc2ccc(Cl)nn2)cc1
 : 54	1.1%
- C/C(=N/Nc1ccc(F)cc1)c1ccc(Cl)s1
 : 9	5.2%
- Cc1cccc(N(CC(=O)N2CCCC2)S(=O)(=O)c2ccccc2)c1
 : 14	.
- Cn1c(SCc2ccc(F)cc2)nnc1-c1ccccn1
 : .	3.3%
- Cc1sc(NC(=O)C2CCCCC2C(=O)O)c(C(N)=O)c1-c1ccc(C(C)(C)C)cc1 (stereo unspecified)
 : 1	1.5%
- CCCn1c(C)cc(C)c(C#N)c1=O
 : .	0.4%
- CCc1c(C)sc2nc(SCC(=O)Nc3cc(C)on3)n(CCOC)c(=O)c12
 : -5	1.8%
